Assay outcomes deposited in PubChem by National Center for Advancing Translational Sciences (NCATS).
Mito fusion yeast: mitochondrial division inhibition or fusion activation; S. cerevisiae fusion-defective mutant growth rescue, CellTiterGlo 48 h; Potency, µM (series often up to 46.1 µM), for inactives: at the highest dose growth rescue (activation), hits mostly activators; 320,000 compounds, 0.23% hits;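 note: potency is the fitted concentration of half-maximal effect; % of control where 0% means no effect; nearly all actives have a fitted effect of over 45% in size; temperature-sensitive fusion mutants such as fzo1-1 at 37 °C on non-fermentable ethanol glycerol medium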
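Temperature-sensitive fusion-defective S. cerevisiae (e.g. fzo1-1, mgm1-5) were grown with compound in YPEG medium (3% ethanol, 3% glycerol) for 48 hours at 37C. Growth rescue was measured as viability by CellTiterGlo luminescence after 10 minutes at ambient.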
B2AR arrestin: agonists driving beta-arrestin recruitment to human beta2-adrenergic receptor; 330,000 compounds, 0.02% hits; P07550; beta-arrestin recruitment to beta2AR, cell-based reporter; AID 492947; Potency, µM (highest dose often 46.1 µM), inactives show at the top dose activation, actives largely listed as activators;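 note: potency is the fitted concentration of half-maximal effect; 0% = DMSO controls and full agonism = EC100 isoproterenol or metaproterenol; nearly all actives have a fitted effect of over 65% in size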
Eya2 inh: Eya2 (human) phosphatase inhibition; O00167; recombinant Eya2, OMFP fluorescence dephosphorylation (OMFP is methylfluorescein phosphate); Potency, µM (series often up to 76.9 µM), for the others: at the top dose activity, negative = inhibition, usual class: inhibitors; 330,000 compounds, 0.006% hits; AID 488837; note: potency is the fitted concentration of half-maximal effect; % is set by controls: 0 for no effect and ±100 for the full control effect
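Eya2 protein (added as 0.2 uM solution) was preincubated with compound for 10 min at ambient temperature in 50 mM HEPES pH 7.5, 50 mM NaCl, 5 uM MgCl2, 0.05% BSA, 1 mM DTT. OMFP (added at 50 uM) then reacted 10 min; fluorescence read at 485/525 nm.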
USP2a block: USP2a (human) protease inhibition | O75604 | USP2 core, Ub-CHOP2 coupled fluorogenic reporter, 485/531 | Potency, µM (top dose mostly 38.3 µM), for the others: top-dose activity change, negative = inhibition, most hits filed as inhibitors | 330,000 compounds, 0.01% hits;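 note: potency is the fitted concentration of half-maximal effect; plate controls were DMSO wells for no effect and full inhibition by NEM control for full effect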
Target sequence (O75604 whole entry, looked up): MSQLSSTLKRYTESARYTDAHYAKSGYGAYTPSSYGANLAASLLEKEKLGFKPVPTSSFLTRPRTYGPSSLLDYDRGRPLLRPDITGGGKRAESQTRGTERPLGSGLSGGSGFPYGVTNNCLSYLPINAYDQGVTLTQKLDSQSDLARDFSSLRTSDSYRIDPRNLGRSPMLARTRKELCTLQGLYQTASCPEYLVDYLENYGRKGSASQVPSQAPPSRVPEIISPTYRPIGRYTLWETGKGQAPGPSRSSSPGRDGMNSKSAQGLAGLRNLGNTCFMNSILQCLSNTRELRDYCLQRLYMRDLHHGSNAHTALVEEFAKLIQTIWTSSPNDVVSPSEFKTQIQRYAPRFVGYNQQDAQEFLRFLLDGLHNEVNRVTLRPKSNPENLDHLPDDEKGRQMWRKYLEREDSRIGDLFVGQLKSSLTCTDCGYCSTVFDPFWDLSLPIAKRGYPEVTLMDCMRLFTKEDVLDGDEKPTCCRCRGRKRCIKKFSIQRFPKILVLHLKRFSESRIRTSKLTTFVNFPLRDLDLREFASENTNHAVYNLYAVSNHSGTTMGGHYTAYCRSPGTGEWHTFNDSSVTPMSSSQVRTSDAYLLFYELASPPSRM
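USP2 core (10nM final) preincubated 30min RT with compound in 20mM Tris-HCl pH 8.0, 2mM CaCl2, 2mM beta-mercaptoethanol, 0.05% CHAPS; 25nM Ub-CHOP2 plus 25nM reporter substrate added, fluorescence (Ex485/Em531) read after 60min.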
TSG101-PTAP inh: blocks PTAP/TSG101 interaction to inhibit HIV-1 budding; AID 493005; Potency, µM (series often up to 115 µM), inactives show top-dose activity change, negative = inhibition, actives largely listed as inhibitors; 340,000 tested, under 10 active; Fluorescence polarization, FITC-PTAP peptide / Tsg101 binding; active = well fitted inhibition curve with a large enough effect in the main read-out, with a control signal flat, not every such curve was filed as active; inconclusive = small, poorly fitted or top-dose-only effect, or effect the other way, or a change in a side signal; inactive = no such curve, though single readings can be large or run the other way; note: potency is the fitted concentration of half-maximal effect; % of control where 0% means no effect
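Compounds were pin-transferred onto Tsg101 binding domain (10 uM final) in HEPES pH 7.5 buffer, then FITC-PTAP peptide was added at 50 nM final. After 20 min at RT, polarization reported peptide displacement across a qHTS concentration series.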
TSHR antagonist: antagonists of human thyroid stimulating hormone receptor | TSHR-expressing cells, TSH-stimulated cAMP HTRF, 2 h; hits give low values | activity change, negative = inhibition, % at 11.5 µM | 330,000 compounds, 0.2% hits | AID 504810;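 active = activity change below a set negative limit, meaning inhibition stronger than a set level, cut at about -70% in these data; inconclusive = activity change between two set negative limits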; note: % is set by controls: 0 for no effect and ±100 for the full control effect
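Cell-based HTRF cAMP assay; TSHR cells + compound, TSH EC80 (4nM final), 2 h, 37 deg C. Lysis with anti-cAMP cryptate and cAMP-d2, 30 min RT, read 665/620 nm.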
ELG1 DNA repair: inhibitors of ELG1-dependent DNA repair in HEK293T cells; 330,000 compounds, 2.3% hits; HEK293T ELG1-luciferase reporter, luminescence, 16 h; DNA damage induced by 5-fluorouridine; Potency, µM (top dose mostly 46.1 µM), for inactives: at the top dose activity change, negative = inhibition, most hits filed as inhibitors; note: potency is the fitted concentration of half-maximal effect; % is set by controls: 0 for no effect and ±100 for the full control effect; nearly all actives have a fitted effect of over 55% in size
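In this reporter screen, reduction of luminescence relative to DMSO vehicle indicated activity. Compounds and 5-fluorouridine were added together to 2,000 cells per well, incubated for 16 hr at 37 °C, then developed with ONE-Glo.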
BCR signal inh: blocks chronic active B-cell receptor signaling; Potency, µM (top dose mostly 46.1 µM), for inactives: at the highest dose ratio change, negative = lower green/red ratio, usual class: inhibitors; 340,000 compounds, 0.05% hits; ABC-DLBCL IkBa-CBG/CBR reporter, luminescence ratio, 4 h; active = well fitted inhibition curve with a large enough effect in the signal ratio, with a control signal flat, not every such curve was filed as active; inconclusive = small, poorly fitted or top-dose-only effect, or effect the other way, or a change in a side signal; the % refers to the signal ratio;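 note: potency is the fitted concentration of half-maximal effect; plate controls were basal doxycycline-induced cells for no effect and cells given 10 µM MG132 for full effect; MG132 reads +100%, hits lower the ratio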
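TMD8 human ABC-DLBCL cells with doxycycline-inducible IκBα–green luciferase fusion and unfused red luciferase, in 0.5% FBS medium; compounds up to 46 uM, 4 h at 37C. Green/red luminescence ratio, filter-overlap corrected, fitted to concentration-response curves.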
Tb PFK block: blocks T. brucei phosphofructokinase; AID 485367; Potency, µM (top dose mostly 57.5 µM), for inactives: at the top dose activity, negative = inhibition, actives largely listed as inhibitors; 330,000 compounds, 0.17% hits; T. brucei PFK, ADP-Glo luminescence;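 note: potency is the fitted concentration of half-maximal effect; 0% = uninhibited 1x PFK enzyme wells and -100% = no-enzyme wells; nearly all actives have a fitted effect of over 60% in size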
Target sequence (O15648 whole entry, looked up): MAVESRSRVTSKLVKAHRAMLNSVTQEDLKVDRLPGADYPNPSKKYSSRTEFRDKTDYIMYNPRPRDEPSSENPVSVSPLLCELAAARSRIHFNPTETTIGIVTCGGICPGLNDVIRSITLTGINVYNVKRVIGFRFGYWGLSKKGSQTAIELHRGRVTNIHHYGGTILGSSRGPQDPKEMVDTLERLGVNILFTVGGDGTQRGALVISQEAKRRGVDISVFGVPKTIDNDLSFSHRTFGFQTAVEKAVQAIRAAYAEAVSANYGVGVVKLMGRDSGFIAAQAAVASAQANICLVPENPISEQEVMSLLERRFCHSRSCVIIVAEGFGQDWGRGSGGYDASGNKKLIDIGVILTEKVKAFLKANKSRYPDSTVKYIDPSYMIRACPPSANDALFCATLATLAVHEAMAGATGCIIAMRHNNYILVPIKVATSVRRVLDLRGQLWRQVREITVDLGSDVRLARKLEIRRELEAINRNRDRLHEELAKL
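In TEA buffer at pH 8.0 with 5 mM MgCl2, enzyme (1.25 nM) converted F6P (0.5 mM) and ATP (0.1 mM) for 45 min at room temperature. ADP product was read by luciferase luminescence.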
TCR act: activators of T cell receptors; primary human leukocytes, anti-CD3, IL-2 HTRF, 48 h; Potency, µM (highest dose often 9.22 µM), without a hit: top-dose activation of IL-2 secretion, hits mostly activators; 330,000 tested, under 10 active; note: % of control where 0% means no effect
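Primary human leukocytes incubated 48 hr with anti-CD3 beads plus compound, without co-stimulation. Secreted IL-2 measured by HTRF (europium cryptate/d2 anti-IL-2 pair, 320 nm excitation, 665 nm emission).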
uPA generation: cell surface uPA generation inhibition | cell surface uPA generation assay, qHTS | Potency, µM (highest dose often 38.3 µM), inactives show at the highest dose activity change, negative = inhibition, actives largely listed as inhibitors | 330,000 compounds, 0.31% hits; active = well fitted inhibition curve with a large enough effect; inconclusive = small, poorly fitted or top-dose-only effect; inactive = no such curve, though single readings can be large or run the other way; tested in mouse RAW 264.7 cells; note: potency is the fitted concentration of half-maximal effect; % is set by controls: 0 for no effect and ±100 for the full control effect; nearly all actives have a fitted effect of over 55% in size
An asterisk follows results filed as active; ? = inconclusive; / = not tested or not shown; & = joins results of further samples; [ ] = remark or other dose. Unless noted, calls come from the whole dose curve; as a rule, active = well fitted curve in the direction sought with a large enough effect; inconclusive = small, poorly fitted or top-dose-only effect, or another doubt; inactive = no such curve, though single readings can be large; an effect the other way counts as inactive or inconclusive.

Each structure is followed by: Mito fusion yeast, B2AR arrestin, Eya2 inh, USP2a block, TSG101-PTAP inh, TSHR antagonist, ELG1 DNA repair, BCR signal inh, Tb PFK block, TCR act, uPA generation
1. C=CCN(c1ccccc1)S(=O)(=O)c1cccc(C(=O)NCC(c2ccccc2OC)N2CCCC2)c1 (configuration not stated)
  -2%, 11%, -20%, -1%, -1%, -5, ?, ?, -6%, -1%, -1%
2. CC1CCN(Cc2c(C(=O)N3CCc4ccccc4C3)nc3ccc(Cl)cn23)CC1
  -8%, 0.1%, 0%, 0%, -12%, -1, 6%, 4%, 1%, -10%, 2%
3. Cc1ccc(N2CCN(c3ccc([N+](=O)[O-])cn3)CC2)c(C)c1
  10%, 0.0%, 8%, 5%, -4%, -6, -16%, 0%, 2%, -2%, 3%
4. Nc1nc(Nc2ccccc2)nc(N2CCOCC2)c1[N+](=O)[O-]
  -14%, -0.4%, 3%, 0%, -2%, 26, -11%, 0%, 0%, -4%[46.1 µM], 12%
5. CCN1C(=O)CSc2ccc(C(=O)NCc3ccccc3OC)cc21
  8%, 0.3%, 3%, 0%, -12%, 12, 2%, ?, -2%, -17%, /
6. CCOC(=O)c1nc2sc3c(c2c(=O)[nH]1)CCCC3
  -4%&1%, -0.2%&-0.1%, 11%&11%, -1%&0%, -1%, -8&0, 0%&2%, 3%&-7%, -10%&2%, -5%, 3%
7. Fc1ccc(CNC(=S)NCc2cccc(Cl)c2)cc1
  4%, -0.1%, 1%, 3%, -1%, 23, 7%, 2%, 10%, 0%, 5%
8. CC(C)[C@H](NS(=O)(=O)c1ccccc1)C(=O)OCC(=O)NC1CCCCC1
  /, -0.1%, 2%, 1%, -5%, 11, -13%, 0%, 1%, 3%, ?
9. CNC(=O)NC(=S)NC(=O)c1ccccc1Cl
  4%, 0.1%, 13%, 5%, -5%, -8, -3%, ?, -11%, -1%, 1%
10. Cc1n[nH]c(C)c1CCC(=O)N/N=C/C=C/c1ccccc1
  -2%, -0.6%, 6%, 7%, 2%, -6, 9%, 6%, 15%, 0%[46.1 µM], 3%
11. C=CCC1(C(=O)NCCO)CCN(C(=O)OC(C)(C)C)CC1
  0%, 0.1%, 7%, 2%, -9%, 2, 1%, -16%, -3%, 0%, 2%
12. Cc1ccc(CNC(=O)CCC2CCCN(Cc3cccc4cccnc34)C2)o1 (configuration not stated)
  -3%, -0.9%, -3%, -1%, -6%, 2, 7%, ?, -5%, -6%, -7%
13. O=C(Nc1ccc(OCc2ccccc2)cc1)c1ccccc1
  -3%, 0.0%, -3%, 1%, 2%, -4, ?, ?, 5%, 7%, 5%
14. O=C(NCCc1ccccn1)C(F)(F)C(F)(F)C(F)(F)C(F)(F)C(F)(F)C(F)F
  2%, -1.1%, -4%, 5%, -3%, 26, 15%, -2%, 0%, -2%[46.1 µM], 3%
15. COc1ccc(NC(=O)COC(=O)c2ccc3c(c2)OCCO3)cc1OC
  5%, -0.2%, 2%, 0%, -1%, -36, 0%, -11%, 1%, 0%, 8%
16. Cc1cc(SCc2cccc([N+](=O)[O-])c2)nc(=O)[nH]1
  -2%, -0.1%, 8%, -1%, -4%, 2, 10%, -10%, -19%, -2%, 5%
17. COc1ccc(C(C(=O)NCC2CCCO2)N(C(=O)CNC(=O)c2cccs2)c2ccc(C)cc2)cc1OC (configuration not stated)
  1%, 0.0%, -12%, 1%, -3%, 3, 10%, -2%, -3%, 4%, 0%
18. COc1ccc(-c2nc3ccccc3c(=O)n2CCCN2CCOCC2)cc1
  -6%, 0.1%, -37%, 1%, 0%, 12, 12%, 3%, 2%, 2%, 1%
19. COc1cccc(-c2nc(CS(=O)(=O)CC(=O)Nc3cc(C)ccc3C)c(C)o2)c1
  -6%, 0.7%, -10%, 0%, -6%, -9, -17%, -2%, 1%, 3%[46.1 µM], 4%
20. Cc1ccc(-n2ncc3c(=O)[nH]c(SCC(=O)N4CCCC4)nc32)cc1C
  0%, -0.8%, 3%, 4%, -4%, -1, 2%, 0%, -2%, 5%, -9%
21. OC(COc1ccc2cc(Br)ccc2c1)CN1CCN(c2ccccn2)CC1 (configuration not stated)
  ?, 0.5%, 5%, -2%, -1%, 41, 14%, 15%, 0%, -5%, 4%
22. O=C(O)c1ccccc1N/N=C/c1c(Sc2nnnn2-c2ccccc2)nc2ccccn2c1=O
  0%, -0.2%, ?, 3%, 14%, -4, -3%, -6%, -2%, -4%, ?
23. COc1ccc(CNC(=O)CCn2c(=O)c3cccn3c3ccc(F)cc32)cc1
  1%, -0.1%, -1%, 1%, -4%, 2, -11%, 2%, -4%, -2%, 4%
24. CC(C)c1ccc(NC2CCCN(C(=O)CCN3Cc4ccccc4C3=O)C2)cc1 (configuration not stated)
  32%, -1.3%, -2%, -2%, -2%, -3, -6%, 6%, -1%, 1%, -14%
25. Cc1cc(=O)n2nc(-c3ccc(C(F)(F)F)cc3)sc2n1
  3%, -0.9%, 0%, -2%, -8%, 8, ?, ?, -4%, 7%, 1%
26. O=C(Nc1ccc(Cl)c([N+](=O)[O-])c1)c1ccc2c(c1)OCCO2
  -1%, -0.2%, 2%, 3%, -3%, -30, ?, ?, -24%, /, 3%
27. CC(=O)c1cc(C(=O)N2CCCC(CCC(=O)N(C)CCc3ccccn3)C2)cs1 (configuration not stated)
  -2%, -0.6%, -13%, 0%, 0%, -7, 1%, -4%, 4%, -4%, -2%
28. C=CCn1nc(-c2ccccc2)c2c(C)onc2c1=O
  1%, -0.2%, -3%, 1%, -4%, 2, -6%, 2%, 2%, 4%, 2%
29. COC(=O)c1cc(OC)c(OC)cc1NC(=O)c1cnccn1
  -3%, -0.5%, 8%, -1%, /, 13, 5%, ?, 16%, /, /
30. C=CCc1cccc(C2Nc3ccccc3C(=O)N2O)c1O (configuration not stated)
  2%, 4.1%, 14%, -2%, -2%, -14, ?, 2%, 2%, 1%, 0%
31. COc1cc(/C=N/NC(=S)Nc2cccnc2)cc(OC)c1O
  -2%, 0.4%, 9%, 2%, 1%, -4, 2%, -18%, 0%, 0%, 8%
32. CC(C)(O)C1CC[C@@](C)([C@@H]2CC[C@]3(C)[C@H]2[C@H](O)CC2[C@@]4(C)CCC(O)C(C)(C)C4C(OC4OC(CO)C(O)C(O)C4O[C@@H]4OCC(O)C(O)C4O)C[C@]23C)O1 (some centres not stated)
  /, 0.1%, 29%, 2%, -1%, -3, 0%, 3%, -9%, 1%, 7%
33. Cc1cnc(C(=O)OCc2csc(CC(=O)Nc3ccccc3C)n2)cn1
  5%, 0.0%, 15%, -6%, -1%, 35, 0%, -1%, 0%, -30%, 5%
34. O=C(NCCN1CCOCC1)c1cccs1
  -5%, -1.3%, 20%, -1%, -3%, 4, 5%, -7%, -9%, 9%, 6%
35. CC(C)CC(NC(=O)OC(C)(C)C)C(=O)NCc1ccccc1 (configuration not stated)
  3%, -0.4%, -2%, 2%, 0%, -5, -6%, ?, 3%, -11%, 7%
36. CC(C)(C)C1(O)CC(C(F)(F)F)=NN1C(=O)Cc1ccc([N+](=O)[O-])cc1 (configuration not stated)
  4%, -0.1%, 4%, 1%, -9%, -7, -26%, 1%, 0%, -8%, 7%
37. CCN1CCC(N2CCN(c3ccc(F)cc3)CC2)CC1
  -3%, -0.3%, 2%, -1%, 0%, -3, 4%, 4%, 1%, 0%, 2%
38. COc1cc(C(=O)NCCOc2cc(C)ccc2C(C)C)cc(OC)c1OC
  0%, -1.0%, 4%, 4%, -6%, -13, 4.6µM*, ?, 2%, -1%, -14%
39. CCN(C(=O)CN1CCCCC1)C1(C)C(=O)c2ccccc2C1=O
  -1%, -0.8%, -1%, 6%, 2%, 24, 9%, 4%, 5%, -6%[46.1 µM], 0%
40. N#C/C(=C\N1CCCCC1)S(=O)(=O)c1ccc(Cl)cc1
  -2%, -1.9%, -8%, 2%, -5%, 0, -7%, -5%, -2%, -4%, -12%
41. CCOC(=O)N1CCC(Nc2nc3ccccc3n3nnnc23)CC1
  8%, -0.3%, 0%, 4%, -6%, 0, -3%, ?, 2%, 2%, 3%
